DYRK1A inh – inhibitors of rat Dyrk1A kinase | Q63470 | ADP-Glo luminescence, NFATc1 peptide | inhibition, % at 12.5 µM | 0.43% of 310,000 active | AID 504441; in the data active = inhibition above about 50%;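 note: plate controls were vehicle with enzyme for no effect and no enzyme for full effect; many of its hits are not listed in these tables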
RGS4 act – potentiators or activators of RGS4; HEK293 M3R/inducible RGS4, carbachol calcium flux Fluo4; active compounds read low; B-score at 10 µM; 0.92% of 310,000 active;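 active = B-score of the integrated calcium signal more than 4 SD below the library mean, with starting fluorescence not abnormally high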;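 note: negative B-score means reduced calcium response which marks RGS4 activation or potentiation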
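Detection: kinetic calcium fluorescence imaging with Fluo4-AM dye, 2 µM / Material: HEK293 cells with stable M3R and inducible RGS4 / Schedule: recording 10 s baseline at 1 Hz, 100 s post-agonist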
GSK3beta inhib – blocks human GSK3beta kinase activity; activity score (negative = inhibition), % at 10 µM; P49841; 0.038% of 300,000 active; GST-GSK3beta kinase, ADP-Glo luminescence, 60 min; active compounds read low;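 active = more than half of replicate wells score below -50%, meaning over 50% inhibition versus plate controls; inconclusive = some replicates but at most half score below -50%; inactive = no replicate scores below -50%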;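 note: 0% = median DMSO wells and -100% = median GW8510 positive control wells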
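Assay system: GST-tagged human GSK3beta kinase, cell-free; Input: 1.6 ng GSK3beta; Medium: Tris/MgCl2 kinase buffer; Timing: 60 min enzyme reaction, room temperature; Signal: ADP-Glo luminescence quantifying ADP generated by kinase; Evaluation: score relative to plate controls; Benchmarks: DMSO neutral wells and GW8510 at 20 µM as positive.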
KCNK3 block – human KCNK3 channel inhibition, primary screen | B-score at 10 µM | CHO-KCNK3 thallium flux, FluxOR fluorescence; active compounds read low | AID 602410 | O14649 | 0.84% of 340,000 active;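 active = B-score under library mean minus 4 SD, starting fluorescence ratio at most library mean plus 5 SD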;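 note: more negative B-score means stronger inhibition of thallium flux through KCNK3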
Target sequence (O14649 whole entry, looked up): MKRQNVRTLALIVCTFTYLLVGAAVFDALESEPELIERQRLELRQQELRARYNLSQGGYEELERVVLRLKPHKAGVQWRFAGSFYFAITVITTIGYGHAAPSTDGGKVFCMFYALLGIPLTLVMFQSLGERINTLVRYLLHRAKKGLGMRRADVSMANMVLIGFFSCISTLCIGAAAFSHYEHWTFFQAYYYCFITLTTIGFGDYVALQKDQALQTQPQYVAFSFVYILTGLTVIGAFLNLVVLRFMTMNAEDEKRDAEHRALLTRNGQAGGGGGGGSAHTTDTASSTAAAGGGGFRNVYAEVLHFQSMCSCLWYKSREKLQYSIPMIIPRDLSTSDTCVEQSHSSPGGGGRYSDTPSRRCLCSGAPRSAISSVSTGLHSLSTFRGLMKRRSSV
GSK3 alpha inh – blocks human GSK-3 alpha kinase; 0.1% of 320,000 active; inhibition, % at 10 µM; ADP-Glo luminescence, 60 min;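 in the data active = inhibition above about 50%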;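 note: GST-tagged GSK-3 alpha with peptide substrate and 25 µM ATP; 0% = DMSO neutral wells and 100% = GW8510 positive control wells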
KCNQ1 act – potentiators or activators of human KCNQ1 potassium channel; CHO-K1 KCNQ1, thallium flux FluxOR fluorescence; active compounds read high; B-score at 10 µM; 0.35% of 310,000 active;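 active = fluorescence ratio B-score, a plate-corrected score, at least three library SD, with initial intensity B-score within 5 SD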
Target sequence (P51787 whole entry, looked up): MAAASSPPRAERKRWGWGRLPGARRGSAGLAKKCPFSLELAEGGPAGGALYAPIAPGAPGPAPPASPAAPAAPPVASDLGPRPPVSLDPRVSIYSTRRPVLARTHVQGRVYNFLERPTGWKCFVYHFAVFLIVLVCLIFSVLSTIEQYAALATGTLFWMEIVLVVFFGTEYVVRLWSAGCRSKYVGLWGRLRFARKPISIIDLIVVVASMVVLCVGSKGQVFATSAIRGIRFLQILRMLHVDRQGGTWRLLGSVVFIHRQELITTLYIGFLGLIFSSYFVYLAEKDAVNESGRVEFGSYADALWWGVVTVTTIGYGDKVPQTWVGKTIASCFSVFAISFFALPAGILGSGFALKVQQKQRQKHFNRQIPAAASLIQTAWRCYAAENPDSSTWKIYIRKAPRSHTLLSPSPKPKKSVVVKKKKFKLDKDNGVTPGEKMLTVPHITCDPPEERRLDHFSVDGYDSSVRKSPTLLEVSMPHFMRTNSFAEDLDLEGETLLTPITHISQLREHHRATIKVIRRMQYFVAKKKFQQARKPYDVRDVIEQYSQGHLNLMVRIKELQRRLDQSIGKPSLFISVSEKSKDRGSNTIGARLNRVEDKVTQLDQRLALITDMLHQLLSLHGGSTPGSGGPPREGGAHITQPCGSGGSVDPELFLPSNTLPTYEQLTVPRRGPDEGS
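Assay system: CHO-K1 cells stably expressing KCNQ1; Medium: assay buffer with matched DMSO; Also added: K+/Tl+ depolarizing stimulus; Dosing: single dose; Timing: dye 90 min, compound 20 min, room temperature; Measured by: kinetic FluxOR thallium fluorescence, 10-s 1-Hz baseline, 110-s post-stimulus read; Read-out: peak-minus-minimum fluorescence over initial fluorescence, negative-control normalized, B-scored.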
PolyA inhibitor – blocks polyadenylation in yeast reporter cells. 0.02% of 300,000 active. calls only at 12 µM. AID 1875. S. cerevisiae SKY197-pL101 polyadenylation reporter, beta-gal luminescence; efflux-impaired pdr1/pdr3 knockout yeast; score 100 = 6 SD above DMSO;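 active = lowest replicate activity score at least 50, where 100 means six control SD above control mean; inconclusive = lowest score under 50 but half or more replicates reach 50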;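 note: yeast exposed to compound for 9 h at 30 °C; higher score means more reporter readthrough which indicates perturbed polyadenylation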
KCNQ1 inh – inhibitors of human KCNQ1 potassium channel; CHO-K1 KCNQ1, FluxOR thallium flux fluorescence; active compounds read high; B-score at 10 µM; AID 2642; 1.3% of 310,000 active;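 active = compounds whose thallium flux B-score, printed positive for inhibition, exceeds three library SD while starting fluorescence stays within three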;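 note: channel opened by potassium depolarization with thallium stimulus after 20 min compound exposure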
hERG rescue – shields human hERG channel from block by proarrhythmic agents | CHO-hERG, FluxOR thallium flux, dofetilide IC70 present | 0.51% of 310,000 active | Q12809 | activation (rescue from dofetilide block), less the hit threshold, % at 10 µM;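 active = activation above the mean of controls blocked by dofetilide plus 5 SD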;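 note: thallium influx through hERG after potassium depolarization seen as dye fluorescence rise; in these data hits start at about 4.7%; inactives centre near -7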
KCNK9 block – blocks the human KCNK9 two-pore domain potassium channel. B-score at 10 µM. AID 488922. Q9NPC2. HEK293 KCNK9, FluxOR thallium flux fluorescence; active compounds read low. 1.2% of 310,000 active;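 active = ratio B-score over 3 SD below the library mean, with starting fluorescence within 5 SD of its mean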;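 note: negative B-score means less thallium flux so channel inhibition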
HDAC3 inh – human HDAC3 inhibition. recombinant HDAC3, fluorogenic peptide/trypsin coupled, fluorescence. O15379. inhibition, % at 8.3 µM. AID 2718. 0.15% of 320,000 active; in the data active = inhibition above about 26%, passing the limit was not always enough; inconclusive = no clear call, values can overlap the other calls
* marks the source's active call; other numbers are inactive results; i = inactive; u = inconclusive; x = no result given. Not all compounds are listed (hit frequency here may not be typical).

SMILES | DYRK1A inh | RGS4 act | GSK3beta inhib | KCNK3 block | GSK3 alpha inh | KCNQ1 act | PolyA inhibitor | KCNQ1 inh | hERG rescue | KCNK9 block | HDAC3 inh
Nc1nc(NCc2ccccc2)nc(NCc2ccccc2)c1[N+](=O)[O-] | 11 | i | 1 | i | -2 | i | i | i | -3 | i | -4
O=C(Nc1ccc(S(=O)(=O)N2CCCC2)cc1)C1CCCN1C(=O)c1cccs1 (centres undefined) | -6 | i | 0 | i | -3 | i | i | i | -7 | i | 2
O=C(CCC1CCCN(C(=O)Cc2ccc(F)cc2)C1)N1CCN(c2ccccn2)CC1 (centres undefined) | 1 | i | 3 | i | -3 | i | i | i | -13 | i | -7
O=C1CCC(=O)N1c1ccc(NC2CCN(Cc3ccccc3)CC2)c([N+](=O)[O-])c1 | 7 | i | 1 | i | x | i | i | i | -12 | i | 4
Cc1noc(C)c1COC(=O)c1cc2ccccc2cc1O | 18 | i | 2 | i | 1 | i | i | i | -5 | i | -1
O=C(O)c1ccc(CN2C(=O)c3ccc(Oc4ccc([N+](=O)[O-])cc4)cc3C2=O)cc1 | -5 | i | 4 | i | 5 | i | i | i | -7 | i | -6
COc1ccc(C(=O)NCc2nnc(SCC(=O)Nc3cc(OC)ccc3OC)o2)cc1 | 0 | i | 2 | i | -1 | i | i | i | -9 | i | 4
O=C1CN2NC(=S)N(c3ccc(Cl)cc3)C2=CN1c1ccc(Cl)cc1 | 3 | i | -2 | i | -4 | i | i | i | -8 | i | -3
CCOC(=O)c1cnc2c(C)cc(C)cc2c1NCCCN1CCOCC1 | 5 | i | 2 | i | 4 | i | i | i | -3 | i | 0
Cc1ccc(-c2noc(CN(C)C(=O)Nc3ccc(F)cc3)n2)cc1 | 3 | i | 0 | i | 15 | i | i | i | -11 | i | 12
CCCC(=O)NC(=S)N1CCN(c2ccc([N+](=O)[O-])cc2)CC1 | -2 | i | 1 | i | 0 | i | i | i | -9 | i | 4
Cc1ccccc1C(=O)N/N=C/c1ccc(OCC(=O)N2CCCCC2)cc1 | 4 | i | -1 | i | 0 | i | i | i | -9 | i | 0
CCCn1c(NCc2cccc(OC)c2OC)nc2ccccc21 | 4 | i | 2 | i | 1 | i | i | i | -5 | i | -5
Cc1ccc(NC(=O)CN2CCC(NC(=O)c3cccc(F)c3)CC2)cc1C | 7 | i | 1 | i | -4 | i | i | i | -1 | i | 2
O=c1[nH]c(=S)[nH]c(O)c1N=Nc1ccc(-c2ccccc2)cc1[N+](=O)[O-] | x | i | 2 | x | x | i | i | i | -5 | i | x

Sorted by molar mass (largest number first): part of the list above.
SMILES | DYRK1A inh | RGS4 act | GSK3beta inhib | KCNK3 block | GSK3 alpha inh | KCNQ1 act | PolyA inhibitor | KCNQ1 inh | hERG rescue | KCNK9 block | HDAC3 inh
O=C(Nc1ccc(S(=O)(=O)N2CCCC2)cc1)C1CCCN1C(=O)c1cccs1 (centres undefined) | -6 | i | 0 | i | -3 | i | i | i | -7 | i | 2
O=c1[nH]c(=S)[nH]c(O)c1N=Nc1ccc(-c2ccccc2)cc1[N+](=O)[O-] | x | i | 2 | x | x | i | i | i | -5 | i | x
Cc1noc(C)c1COC(=O)c1cc2ccccc2cc1O | 18 | i | 2 | i | 1 | i | i | i | -5 | i | -1

(further entries)
SMILES | DYRK1A inh | RGS4 act | GSK3beta inhib | KCNK3 block | GSK3 alpha inh | KCNQ1 act | PolyA inhibitor | KCNQ1 inh | hERG rescue | KCNK9 block | HDAC3 inh
Cc1ccc(-c2nnc(NC(=O)CCS(=O)(=O)c3ccc(F)cc3)o2)c(C)c1 | -10 | i | 3 | i | -4 | i | i | i | -6 | i | 1
CCOc1ccc(-c2noc(CCC(=O)NC3CCCCC3)n2)cc1OC | 1 | i | -1 | i | -2 | i | i | i | -8 | i | u
O=C1c2cccnc2C(=O)N1Cc1ccc(S(=O)(=O)N2CCN(c3ccccc3)CC2)cc1 | -6 | i | -1 | i | -1 | i | i | i | -2 | i | -6
O=C(Nc1ccc(-n2cnnn2)cc1)C1CCCCC1 | -4 | i | -6 | i | 2 | i | i | i | -11 | i | 6
C=CCn1c(NCc2cc(Cl)ccc2O)nc2ccccc21 | x | i | -5 | i | 0 | i | i | i | -5 | i | 5
CSC1CCCCC1(O)CSc1nc2c(cc1C#N)CCCC2 (centres undefined) | x | i | 6 | i | 1 | i | i | i | -1 | i | 1
CCn1nc(C)c(Br)c1C(=O)Sc1ccccc1Cl | 11 | i | -2 | i | -2 | i | i | i | -12 | i | 1
CC(C)NC(=O)NC(=O)COC(=O)Cc1c(F)cccc1Cl | -1 | i | 4 | i | 0 | i | i | i | -13 | i | 3
COCCN(C(=O)/C=C/c1ccccc1)c1c(N)n(Cc2ccccc2)c(=O)[nH]c1=O | -6 | i | 2 | i | -2 | i | i | i | -12 | i | 1
CCC1=C/C(=C/c2sc3ccccc3[n+]2CC)CC(C)(C)C1 | -2 | i | 3 | i | 2 | i | i | i | -20 | i | 3
CC(=O)C1=C(O)C(=O)N(c2cccc(Br)c2)C1c1ccccc1Cl (centres undefined) | 0 | i | x | i | -2 | i | i | i | -7 | i | -4
COc1cc2c(cc1OC)[C@H](C)N(C(=O)COc1ccccc1)CC2 | 2 | i | 2 | i | -2 | i | i | i | -9 | i | 5
Cc1ccccc1CC(=O)NC1CCN(C)CC1 | 1 | i | 5 | i | -5 | i | i | i | 0 | i | 0
Cc1cccc(C)c1NC(=O)Cn1c(=O)c2cccn2c2ccccc21 | -1 | i | 3 | i | -3 | i | i | i | -11 | i | 8
COc1ccc(C(CNc2ccc(S(C)(=O)=O)cc2[N+](=O)[O-])N(C)C)cc1OC (centres undefined) | 0 | i | -4 | i | 1 | i | i | i | 0 | i | -1
NC(N)=N/N=C/c1ccccc1OC(F)F | x | i | 1 | i | 1 | i | i | i | -11 | i | 6
O=C(N/N=C\c1ccc(Sc2ccccn2)o1)c1cccc(Br)c1 | 7 | i | -1 | i | 1 | i | i | i | -13 | i | 6
Cc1ccc(-c2nn(CC(=O)NCCN3CCOCC3)c(=O)c3ccccc23)cc1 | 0 | i | 4 | i | 0 | i | i | i | -7 | i | -2
O=C1C=C(NC(=O)Nc2ccc(Cl)c(Cl)c2)CCC1 | 5 | i | -3 | i | -6 | i | i | 13* | -18 | i | u
CC1CCCC(NC(=O)c2ccc3c(c2)NC(=O)CS3)C1C (centres undefined) | -7 | i | 3 | i | 7 | i | i | i | -2 | i | 0
COc1cccc(CN(C)C(=O)Nc2cccc(C(F)(F)F)c2)c1OC | -1 | i | 0 | i | -2 | i | i | i | -8 | i | 6
CCCNC(=O)C1CN(S(=O)(=O)c2ccc(C)cc2)c2ccccc2O1 (centres undefined) | -10 | i | 0 | i | -1 | i | i | i | -2 | i | -14
COC(=O)c1ccc(OC(=O)CCc2cc(OC)c(OC)c(OC)c2)cc1 | 0 | i | 2 | i | -5 | i | i | i | -2 | i | 4
CC12COC3(C(=O)Nc4nccs4)CC1CCC32C (centres undefined) | -6 | i | 0 | i | -10 | i | i | i | -2 | i | 1
COc1ccc(CNC(=O)C2CC(c3ccc(C(F)(F)F)cc3)=NO2)cc1 (centres undefined) | x | i | 1 | i | 1 | i | i | i | -5 | i | 2
O=C1c2nccnc2C(=O)N1c1ccc(F)cc1 | -2 | i | -2 | i | -8 | i | x | i | -8 | i | 5
CC(=O)Nc1ccccc1-c1nc2ccc(C(=O)N3CCN(c4cccc(C)c4)C(C)C3)cc2[nH]c1=O (centres undefined) | -8 | i | 1 | i | 0 | i | i | i | -8 | i | 6
Cc1nn(CC(=O)Nc2nnc(CC(=O)N3CCCC3)s2)c(=O)c2ccccc12 | 1 | i | 3 | i | -1 | i | i | i | -6 | i | -3
CCn1c(CSc2nc3ccccc3s2)nnc1SCC(=O)c1ccc2c(c1)OCCO2 | 5 | i | 0 | i | -2 | i | i | i | -11 | i | 2
CCN1C(=O)C2(C(C(=O)c3ccc(C)o3)=C(O)C(=O)N2CCCN(C)C)c2ccccc21 (centres undefined) | x | i | -4 | i | -3 | i | i | i | -3 | i | 1

Part of the list above in another layout.
Values in the order: DYRK1A inh | RGS4 act | GSK3beta inhib | KCNK3 block | GSK3 alpha inh | KCNQ1 act | PolyA inhibitor | KCNQ1 inh | hERG rescue | KCNK9 block | HDAC3 inh
NC(N)=N/N=C/c1ccccc1OC(F)F
    x | i | 1 | i | 1 | i | i | i | -11 | i | 6
O=C(N/N=C\c1ccc(Sc2ccccn2)o1)c1cccc(Br)c1
    7 | i | -1 | i | 1 | i | i | i | -13 | i | 6
Cc1ccc(-c2nn(CC(=O)NCCN3CCOCC3)c(=O)c3ccccc23)cc1
    0 | i | 4 | i | 0 | i | i | i | -7 | i | -2
O=C1C=C(NC(=O)Nc2ccc(Cl)c(Cl)c2)CCC1
    5 | i | -3 | i | -6 | i | i | 13* | -18 | i | u
CC1CCCC(NC(=O)c2ccc3c(c2)NC(=O)CS3)C1C (centres undefined)
    -7 | i | 3 | i | 7 | i | i | i | -2 | i | 0
COc1cccc(CN(C)C(=O)Nc2cccc(C(F)(F)F)c2)c1OC
    -1 | i | 0 | i | -2 | i | i | i | -8 | i | 6

(more compounds)
SMILES | DYRK1A inh | RGS4 act | GSK3beta inhib | KCNK3 block | GSK3 alpha inh | KCNQ1 act | PolyA inhibitor | KCNQ1 inh | hERG rescue | KCNK9 block | HDAC3 inh
CCOCCOC(=O)C(C)Sc1n[nH]c(=O)[nH]c1=O (centres undefined) | 10 | i | 4 | i | -2 | i | i | i | -5 | i | 4
COc1ccccc1-c1c(C#N)c(N)nc2c1CCC2 | 3 | i | -4 | i | 0 | i | i | i | -3 | i | -36
CCCC(c1nnnn1CC(=O)OCC)N(Cc1cc2c(C)cc(C)cc2[nH]c1=O)C1CCCC1 (centres undefined) | -14 | i | 0 | i | 3 | i | i | i | -10 | i | 2
CCCCN(C)CCCNC(=O)C1(O)c2ccccc2NC(=O)N1c1ccc(Cl)cc1 (centres undefined) | -1 | i | -1 | i | -4 | i | i | i | -10 | i | 1
CC(=O)Nc1ccc(Nc2c([N+](=O)[O-])c(=O)n(-c3ccccc3)c3ccccc23)cc1 | -4 | i | -7 | i | -2 | i | i | i | -9 | i | -10
Cc1cc(=O)[nH]c(Nc2c(C)n(C)n(-c3ccccc3)c2=O)n1 | 1 | i | -1 | i | -1 | i | i | i | -8 | i | -2

High-throughput results as filed in PubChem.
